High-throughput results as filed in PubChem BioAssay.
RGS4 pot = potentiators or activators of RGS4. HEK293 M3R/inducible RGS4, carbachol calcium flux Fluo4; active compounds read low. B-score at 10 µM. 310,000 compounds, 0.92% hits. AID 463111;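 active = B-score of the integrated calcium signal more than 4 SD below the library mean, with starting fluorescence not abnormally high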;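 note: negative B-score means reduced calcium response which marks RGS4 activation or potentiation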
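Material: Inducible-RGS4 HEK293 cells carrying M3 receptor; also added: carbachol at ECmax as muscarinic agonist stimulus; incubation: compound preincubation 20 min at room temperature before agonist; signal: Fluo4-AM (2 µM) calcium-flux fluorescence, kinetic read; measure: integrated calcium ratio converted to B score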
Platelet DG rel = modulates dense granule release in human platelets; human platelet-rich plasma, SFLLRN dense granule ATP release, luminescence; inhibition, %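 (compounds screened at 7.5 µM in platelet-rich plasma)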; 300,000 compounds, 0.22% hits; AID 1663;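 active = mean replicate score, as percent of positive control, at or above 50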
SKKanGAS inh = inhibitors of SKKanGAS S. pyogenes growth in kanamycin (SK-promoter or general growth effect). BacTiter-Glo, 6 h. inhibition, % at 7.5 µM. 300,000 compounds, 1.3% hits;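 active = mean replicate score, as percent of positive control median, at least 50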;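 note: strain carries kanamycin resistance gene driven by streptokinase promoter and grows in 40 µg/ml kanamycin; loss of luminescence reflects streptokinase promoter inhibition or plain growth inhibition; 0% = median of DMSO wells and 100% = positive control at its reference dose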
HIF activator = HIF pathway transcriptional activation | 300,000 compounds, 0.32% hits | activation, % at 7.5 µM (by protocol) | AID 1910 | U2OS HRE-luciferase reporter, luminescence; normalized: DMSO 0%, desferrioxamine 100%;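 active = mean activation of at least 10% of the iron chelator positive control signal, with at least half of replicates also reaching 10%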
MrgX1 PAM = allosterically activates human MrgX1 receptor signaling; Q96LB2; MrgX1-HEK293, Fluo-4 calcium flux, FDSS; active compounds read high; B-score at 10 µM; 310,000 compounds, 0.63% hits;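 active = plate-corrected calcium response at least 3 library SD above typical, normal starting fluorescence, not activating the receptor alone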;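 note: compound read alongside a low EC10 to EC30 dose of BAM8-22 agonist; peak minus trough fluorescence over baseline measured at the second addition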
RGS4 inh = human RGS4 inhibition; P49798; B-score at 10 µM; 310,000 compounds, 0.45% hits; HEK293 M3R/RGS4 inducible, Fluo-4 calcium flux; active compounds read high; triggered by carbachol at its EC20; AID 463165;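 active = B-score, a plate-corrected calcium signal, over three deviations above library mean, with baseline fluorescence within five deviations of library mean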;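 note: RGS4 expression induced by doxycycline in cells with stable M3 receptor; B-score is computed from the integrated fluorescence ratio over baseline after carbachol; higher B-score means a larger calcium signal and so more RGS4 inhibition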
TRPC6 act = mouse TRPC6 channel activation | HEK293-TRPC6 membrane potential dye fluorescence; active compounds read high | B-score at 10 µM | Q61143 | 310,000 compounds, 0.13% hits | AID 2550;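 active = B-score of the integrated fluorescence ratio above library mean plus 3 SD, and starting fluorescence ratio within library mean plus 5 SD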;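 note: higher score means more depolarization so channel activation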
TRPC4 inh = blocks the mouse TRPC4 cation channel. AID 2247. 300,000 compounds, 0.39% hits. B-score at 10 µM. HEK293 TRPC4beta/mu-opioid, DAMGO-evoked Fluo4 calcium flux; active compounds read low;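 active = B-score over 3 SD under the library average, no early fluorescence shift, positive overall ratio signal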
Target sequence (Q9QUQ5 whole entry, looked up): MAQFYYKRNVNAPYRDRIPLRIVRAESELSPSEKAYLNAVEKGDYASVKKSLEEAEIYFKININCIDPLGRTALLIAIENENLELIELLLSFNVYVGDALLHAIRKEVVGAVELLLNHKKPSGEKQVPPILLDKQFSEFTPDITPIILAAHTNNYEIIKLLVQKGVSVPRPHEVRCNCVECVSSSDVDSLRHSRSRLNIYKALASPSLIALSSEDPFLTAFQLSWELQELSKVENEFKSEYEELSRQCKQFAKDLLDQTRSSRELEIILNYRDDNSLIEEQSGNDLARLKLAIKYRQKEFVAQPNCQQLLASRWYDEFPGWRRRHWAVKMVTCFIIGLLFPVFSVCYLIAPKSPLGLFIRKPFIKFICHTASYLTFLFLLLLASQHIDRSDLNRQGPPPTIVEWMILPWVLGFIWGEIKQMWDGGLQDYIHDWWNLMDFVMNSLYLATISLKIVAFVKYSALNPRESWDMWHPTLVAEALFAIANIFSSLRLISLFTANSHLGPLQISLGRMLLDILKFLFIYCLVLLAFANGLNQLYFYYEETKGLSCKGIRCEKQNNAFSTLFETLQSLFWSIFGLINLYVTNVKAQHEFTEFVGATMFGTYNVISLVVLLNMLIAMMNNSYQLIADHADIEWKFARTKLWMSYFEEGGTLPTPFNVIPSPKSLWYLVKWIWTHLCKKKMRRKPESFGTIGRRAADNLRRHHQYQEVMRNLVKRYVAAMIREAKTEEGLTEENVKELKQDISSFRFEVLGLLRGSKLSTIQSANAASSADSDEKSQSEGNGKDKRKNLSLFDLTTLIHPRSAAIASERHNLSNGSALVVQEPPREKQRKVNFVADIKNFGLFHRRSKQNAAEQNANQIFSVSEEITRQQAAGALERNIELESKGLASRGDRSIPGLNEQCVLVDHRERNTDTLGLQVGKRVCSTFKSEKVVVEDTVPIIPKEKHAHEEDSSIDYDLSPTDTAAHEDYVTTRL
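Assay system: TRPC4beta/mu-opioid receptor HEK293 cell line; compound dosing: single concentration per test compound; detection: Fluo4 Ca2+ flux fluorescence; evaluation: per-well B score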
TRPC6 inh = inhibitors of mouse TRPC6 channel | HEK293-TRPC6, membrane potential dye, ACh-evoked depolarization; active compounds read low | B-score at 10 µM | 310,000 compounds, 1.1% hits;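 active = B-score under library mean minus 3 SD, initial fluorescence not abnormally high, positive integrated signal ratio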;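 note: B-score derived from integrated fluorescence ratio over the kinetic read; more negative B-score means stronger inhibition of depolarization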
MrgX1 ag = agonists of human MrgX1 receptor; MrgX1-HEK293 cells, Fluo-4 calcium fluorescence, agonist mode; active compounds read high; B-score at 10 µM; 310,000 compounds, 0.44% hits; AID 588627; Q96LB2;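 active = calcium response B-score plate-corrected fluorescence ratio at least 3 library SD, with starting fluorescence B-score inside 5 SD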
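System – MrgX1-expressing HEK293 cells · Incubation – cells plated overnight, dye loaded 0.5 h 37 °C, 0.5 h room temperature · Technique – kinetic Fluo-4 NW fluorescence of intracellular calcium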
MrgX1 antagonist = human MrgX1 receptor antagonism, primary screen. Q96LB2. MRGX1-HEK293 calcium flux, Fluo-4, BAM8-22 antagonism; active compounds read low. B-score at 10 µM. 310,000 compounds, 1.3% hits. AID 588676;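 active = calcium-response B-score plate-corrected more than 3 library SD below zero, starting fluorescence within 5 deviations, no agonist response on first addition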;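 note: peak minus trough fluorescence over baseline after final BAM8-22 challenge near maximal dose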
An asterisk follows results filed as active; i = inactive; / = no result given.

Each structure is followed by: RGS4 pot, Platelet DG rel, SKKanGAS inh, HIF activator, MrgX1 PAM, RGS4 inh, TRPC6 act, TRPC4 inh, TRPC6 inh, MrgX1 ag, MrgX1 antagonist
1	COc1ccc2c(C)nc(Nc3nc(C)cc(C)n3)nc2c1
→ i, 4, -1, 0.2, i, i, i, i, i, i, i
2	COc1ccc(Cl)cc1NC(=O)c1cnc2sccn2c1=O
→ i, -16, 1, -0.1, i, i, i, i, i, i, i
3	N#Cc1ccsc1NC(=O)c1cccc([N+](=O)[O-])c1
→ i, 1, 6, 0.3, i, i, i, i, i, i, i
4	Cc1ccccc1NC(=O)c1ccc(S(=O)(=O)N(C)C)cc1
→ i, 7, 2, 0.0, i, i, i, i, i, i, i
5	Cc1ccc(NC(=O)CN(C)CC(=O)Nc2ccc(N3CCOCC3)cc2)cc1F
→ i, 6, 1, -0.8, i, i, i, i, i, i, i
6	Cc1cccc(NC(=O)CSc2nnc3ccc(-c4ccccn4)nn23)c1
→ i, 12, -6, -0.1, i, i, i, i, i, i, i
7	COc1ccc(-c2cc(C(F)(F)F)nc(SCCC(=O)N3CCCC3)n2)cc1
→ i, -5, -2, 0.1, i, i, i, i, i, i, i
8	Cc1cnc(N2C(=O)c3ccc([N+](=O)[O-])cc3C2=O)s1
→ i, 6, 1, -0.1, i, i, i, i, i, i, i
9	COc1ccccc1N1CCN(C(=O)c2cc3cc(Cl)ccc3[nH]2)CC1
→ i, -1, 27, -0.5, i, i, i, i, i, i, i
10	COc1cccc(CN(C(=O)Cc2c[nH]c3ccccc23)C(C(=O)NC2CCCCC2)c2ccc(C)o2)c1 (centres undefined)
→ i, -4, 26, -0.6, i, i, i, i, i, i, i
11	COc1ccc(C2=NS(=O)(=O)N(C)C(C(=O)NCc3cccs3)=C2)cc1OC
→ i, 4, -2, 0.2, i, i, i, i, i, i, i
12	COc1ccc(OCC(=O)Nc2cccc(C(=O)Nc3ccccc3C(=O)O)c2)cc1
→ i, 7, 17, 0.1, i, i, i, i, i, i, i
13	CCc1ccc(N2CCN(CCNC(=O)Nc3ccccc3)CC2)cc1
→ i, -5, -3, 0.8, i, i, i, i, i, i, i
14	CC(C)Cn1c(CN2CCCCC2C)nc2c1c(=O)n(C)c(=O)n2C (centres undefined)
→ i, -12, 1, -0.1, i, i, i, i, i, i, i
15	Cn1c(CNC(=O)CCNC(=O)c2ccccc2F)cc(=O)n(C)c1=O
→ i, 0, 2, 0.1, i, i, i, i, i, i, i
16	CCCNC(=O)COC(=O)c1ccc(S(=O)(=O)N2CCCCCC2)cc1
→ i, -7, 6, 0.1, i, i, i, i, i, i, i
17	COc1ccc(NC(=O)c2cc(C)nc3ccccc23)cc1S(=O)(=O)Nc1ccccc1Cl
→ i, -1, 15, -3.7, i, i, i, i, i, i, i
18	CCc1c(C)nc(SCC(=O)N2CCc3ccccc32)[nH]c1=O
→ i, 0, -3, -0.4, /, i, i, i, i, /, /
19	COc1ccc(NC(=O)c2cnc(SC)nc2C)c(OC)c1
→ i, 2, 0, -0.8, i, i, i, i, i, i, i
20	COc1ccc(NC(=O)c2cnc(NS(=O)(=O)c3ccccc3)nc2)cc1
→ i, 2, 2, 0.6, i, i, i, i, i, i, i
21	CC(C)Oc1ccc(/C=N/NC(=O)c2ccc(N(Cc3ccccc3)S(C)(=O)=O)cc2)cc1
→ i, 7, -2, 0.2, i, i, i, i, i, i, i
22	Cc1ccc(N=Cc2c(O)c3ccccc3oc2=O)cc1F
→ i, 5, 3, 1.8, i, i, i, i, i, i, i
23	Cc1ccc(C(=O)CCC(=O)Nc2ccccc2C)cc1C
→ i, 0, -1, -0.5, i, i, i, i, i, i, i
24	Nc1nonc1NC(=O)NN=C1CCCCC1
→ i, -6, -8, 0.4, i, i, i, i, i, i, -5.9*
25	CC(C)(C)OC(=O)N/N=C\c1ccc(OC(=O)c2ccco2)cc1
→ i, 2, 2, 1.3, i, i, i, i, i, i, i
26	COC(=O)c1[nH]c2ccc(Cl)cc2c1NC(=O)c1ccccc1[N+](=O)[O-]
→ i, -2, -3, -0.1, i, i, i, i, i, i, i
27	Cc1ccc(NC(=O)c2ccc(=O)n(CC(=O)Nc3ccccc3)n2)cc1
→ i, -3, 1, -0.7, i, i, i, i, i, i, i
28	CN(C)CCCNc1c2ccccc2nc2ccccc12
→ i, -14, 0, -2.3, i, i, i, -6*, -11*, i, i
29	C/C(=N\NC(=O)COc1ccccc1[N+](=O)[O-])c1cccs1
→ i, 6, 2, 3.8, i, i, i, i, i, i, i
30	Cc1ccccc1CN1C(=O)c2ccccc2Sc2ccc(C(=O)NCCCN3CCOCC3)cc21
→ i, -2, -8, 0.6, i, i, i, i, i, i, i
31	O=C(/C=C/c1cccs1)N1CCC2(CC1)Oc1ccc(F)cc1C(=O)C21CC(c2ccc(Cl)cc2)=NO1 (centres undefined)
→ i, 2, 34, 1.4, i, i, i, i, i, i, -4.5*
32	COc1ccc(CN2CCCCCC2)cc1OC
→ i, 3, 1, -0.9, i, i, i, i, i, i, i
33	COC(=O)c1ccc(NC(C)=O)o1
→ i, -5, -2, -0.4, i, i, i, i, i, i, i
34	Cc1cc(C)n2nc(SCC#N)nc2n1
→ i, -5, -2, -0.4, i, i, i, i, i, i, i
35	CC1CCCN(Cc2nc3c(c(=O)n(C)c(=O)n3C)n2Cc2c(F)cccc2Cl)C1 (centres undefined)
→ i, 0, -5, 0.1, i, i, i, i, i, i, i
36	O=C(/C=C/c1cccc(Cl)c1)Nc1ccncc1
→ i, 2, -4, 1.9, i, i, i, i, i, i, i
37	O=C(Nc1nnc(CCN2CCCCC2)s1)c1ccc(Br)cc1
→ i, -6, -8, -0.1, i, i, i, i, i, i, i
38	CC1(C)NC(=O)N(CCCCOc2cccc(C(F)(F)F)c2)C1=O
→ i, -6, 1, 0.1, i, i, i, i, i, i, i
39	COC(=O)c1cn(C(C)C(=O)NCc2ccco2)c2ccccc12 (centres undefined)
→ i, 1, 0, 0.6, i, i, i, i, i, i, i
40	O=C(CN1CCN(c2ccc(F)cc2)CC1)c1ccc2c(c1)OCO2
→ i, 5, -15, 0.3, i, i, i, i, i, i, i
41	Cc1cc(N2CCOCC2)nc(-c2ccc([N+](=O)[O-])cc2)n1
→ i, 14, 0, 0.8, i, i, i, i, i, i, i
42	CCN(CC)CCCNC(=S)N1CCn2c(nc3ccccc32)C1
→ i, -14, 9, 0.2, i, i, i, i, i, i, i
43	CCN1/C(=C/C=C/C=C/c2sc3ccccc3[n+]2CC)Sc2ccccc21
→ i, 23, 104*, -0.8, i, i, i, i, i, i, i
44	Cc1cc(NC(=O)CCCS(=O)(=O)c2nc(-c3cccs3)cc(C(F)(F)F)n2)no1
→ i, 14, -8, 13*, i, i, i, i, i, i, i
45	COc1ccc(S(=O)(=O)NC2CCCCC2)cc1C(=O)N1CCCCC1
→ i, -5, 1, -0.2, i, i, i, i, i, i, i
46	CCOC(=O)CNC(=O)Nc1nnc(-c2ccc(OCC)cc2)o1
→ i, 0, -1, 0.6, i, i, i, i, i, i, i
47	CC(C)NC(=O)C(C)n1cccc1C(=O)c1ccccc1 (centres undefined)
→ i, -22, -9, 0.0, i, i, i, i, i, i, i
48	CC(=O)c1c[nH]c(C(=O)NCc2cccc(C(F)(F)F)c2)c1
→ i, 2, -1, 2.5, i, i, i, i, i, i, i
49	C=CCOc1ccc(CNCCc2ccc(S(N)(=O)=O)cc2)cc1
→ -7.4*, 0, -1, -0.3, i, i, i, i, i, i, i
50	CCOc1ccc(C(C)=O)cc1COC(=O)CCc1cc(OC)c(OC)c(OC)c1
→ i, 6, -8, -0.6, i, i, i, i, i, i, i

Other results follow:
Each structure is followed by: RGS4 pot, Platelet DG rel, SKKanGAS inh, HIF activator, MrgX1 PAM, RGS4 inh, TRPC6 act, TRPC4 inh, TRPC6 inh, MrgX1 ag, MrgX1 antagonist
51	Cc1ccc(F)c([C@H]2[C@@H]3C=CCC[C@@]3(C)C(=O)N2Cc2ccccc2)c1
→ i, 2, 19, -1.0, i, i, i, i, i, i, i
52	Cc1cc(C)nc(NC(=O)CSc2nc3ccccc3s2)n1
→ i, -1, -1, 1.5, i, i, i, i, i, i, i
53	Cc1ccc(C(=O)NCc2ccc(F)cc2)s1
→ i, -9, -8, 0.4, i, i, i, i, i, i, i
54	CCOc1ccc2ccccc2c1C1NC(=O)N(C)C(C)=C1C(=O)OCCOC (centres undefined)
→ i, 2, 12, 0.0, i, i, i, i, i, i, i
55	C=CCNC(=O)N1C2=NC(C(=O)OC)=C(C(=O)OC)[C@@H]3N(Cc4ccccc4)c4ccccc4[C@]23C[C@H]1C(=O)OC
→ i, -1, 3, 0.1, i, i, i, i, i, i, i
56	N=c1n(-c2ccccc2)c(O)cc(=O)n1-c1ccccc1
→ i, 0, -4, -0.1, i, i, i, i, i, i, i
57	C=CCNc1ncnc2c1cnn2-c1ccc(Cl)cc1
→ i, -8, 2, 0.9, i, i, i, i, i, i, i
58	CCc1nnc(NC(=O)CSc2nnc(Cc3cc(=O)[nH]c(=O)[nH]3)n2-c2cccc(OC)c2)s1
→ i, 2, 4, 0.6, i, i, i, i, i, i, i
59	O=C(Nc1ccccc1)c1cccnc1N1CCOCC1
→ i, 1, 9, 0.4, i, i, i, i, i, i, i
60	O=C(CCC(=O)OCC(=O)c1ccc(Br)cc1)NC1CCCCC1
→ i, 3, 1, 0.0, i, i, i, i, i, i, i
61	COc1ccc(C(=O)N2CCNC(=O)C2CC(=O)Nc2cccc(Cl)c2Cl)cc1 (centres undefined)
→ i, -2, 11, -0.1, i, i, i, i, i, i, i
62	C/C(=N\N1CCN(Cc2ccc(C)cc2)CC1)c1ccco1
→ i, -11, 4, 0.6, i, i, i, i, i, i, i
63	O=C(NCCCNCCCNC(=O)c1ccccn1)c1ccccn1
→ i, -2, 2, 0.4, i, i, i, i, i, i, i
64	Cc1ccc(C)n1-c1ccsc1C(=O)CC#N
→ i, 2, -4, -1.5, i, i, i, i, i, i, i
65	CCC(=O)Nc1c(C(=O)N2CCN(c3ccccn3)CC2)cnn1-c1ccc(Cl)cc1
→ i, 2, 0, 0.2, i, i, i, i, i, i, i
